# Bioassay records as filed in PubChem.
# PLK1 PBD inh: inhibitors of human Plk1 polo box domain binding | P53350 | inhibition, %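 (tested at about 20 µM)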 | Plk1 PBD phosphopeptide binding, fluorescence polarization | AID 693 | 97,000 tested, 0.13% active; in the data active = inhibition above about 34%, passing the limit was not always enough
# Target sequence (P53350 whole entry, looked up, the tested form may be a part): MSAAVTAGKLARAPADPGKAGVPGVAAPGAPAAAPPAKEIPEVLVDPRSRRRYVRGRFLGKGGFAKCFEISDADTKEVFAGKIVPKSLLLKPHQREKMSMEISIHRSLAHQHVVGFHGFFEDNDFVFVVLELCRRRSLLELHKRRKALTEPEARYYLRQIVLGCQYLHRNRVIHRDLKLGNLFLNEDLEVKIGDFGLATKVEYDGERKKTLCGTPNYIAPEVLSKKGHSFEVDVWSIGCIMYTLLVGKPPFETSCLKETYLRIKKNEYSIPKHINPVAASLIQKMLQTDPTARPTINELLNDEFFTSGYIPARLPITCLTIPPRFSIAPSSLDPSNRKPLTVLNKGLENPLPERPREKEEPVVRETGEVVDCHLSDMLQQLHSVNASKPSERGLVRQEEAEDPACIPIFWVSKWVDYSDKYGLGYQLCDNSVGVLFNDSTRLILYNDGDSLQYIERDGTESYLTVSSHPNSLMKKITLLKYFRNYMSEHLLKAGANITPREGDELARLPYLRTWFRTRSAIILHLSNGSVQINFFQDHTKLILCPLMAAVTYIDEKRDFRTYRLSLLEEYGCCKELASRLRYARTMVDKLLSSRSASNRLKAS
# FAK inh: blocks human focal adhesion kinase activity. biochemical FAK kinase activity assay. inhibition, %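 (tested at 7 µM)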. 97,000 tested, 0.84% active. AID 727. Q05397; in the data active = inhibition above about 19%;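 also: 0% = DMSO and 100% = reference compound high control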
# LYP inh 2: inhibitors of human LYP (PTPN22) phosphatase; 96,000 tested, 0.21% active; recombinant LYP catalytic domain, DiFMUP fluorescence; inhibition, % at 2 µM; Q9Y2R2;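 active = inhibition at 2 µM at or above a set limit, the screen mean plus 3 SD, cut at about 24% in these data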;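 also: 0% = DMSO with enzyme and 100% = enzyme fully blocked by orthovanadate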
# EphB4 ephrin blk: EphB4-ephrin-B2 interaction antagonism; P54760; EphB4 LBD / TNYL-RAW-Alexa532 peptide, fluorescence polarization; inhibition, % at 7 µM; 97,000 tested, 0.15% active; AID 720;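 active = inhibition above the screen-wide mean inhibition plus 3 SD, cut at about 15% in these data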;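 also: 0% = DMSO wells and 100% = excess unlabeled TNYL-RAW peptide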
# PTK2B oligo ant: Pyk2 (human) oligomerization antagonism; 99,000 tested, 0.83% active; Q293 cells, Pyk2 FERM NanoBiT luminescence; active compounds read low; AID 1347419; Q14289; z-score (the deposit names both 25 µM and 10 µM);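 active = Z-score of -3 or lower, scaled per plate to the spread of control and sample wells; inactive = z-score above -3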;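 also: negative z-score means lost luminescence so less FERM oligomerization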
# cytoskel mod: modifiers of cytoskeleton assembly. HUVEC TNFa F-actin phalloidin imaging, high content. inhibition, % at 2 µM. 91,000 tested, 0.18% active. AID 836;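 active = inhibition above the batch mean plus 3 SD and confirmed as a hit by visual image inspection, cut at about 30% in these data, passing the limit was not always enough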; also: strong numbers were not always called active
# PTPN22 act: increases human PTPN22 phosphatase activity; Q9Y2R2; recombinant LYP, DiFMUP fluorescence; 0 = plate median, 100 = signal doubled; activation, % at 2 µM; 96,000 tested, 0.11% active; AID 697;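 active = activation at 2 µM above a set limit, the mean plus 5 SD, cut at about 37% in these data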
# Rev-RRE block: HIV Rev-RRE protein-RNA interaction inhibition; P05866; Rev peptide-RRE RNA binding, FRET; inhibition, % at 8 µM; 97,000 tested, 0.79% active; AID 704;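 active = inhibition above the screen-wide mean plus 3 SD, cut at about 35% in these data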;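 also: 0% = median DMSO wells and 100% = median Neomycin B control wells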
# Target sequence (P05866 whole entry, looked up): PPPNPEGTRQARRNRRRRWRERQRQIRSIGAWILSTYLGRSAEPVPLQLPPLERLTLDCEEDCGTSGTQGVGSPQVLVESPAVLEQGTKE
#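 Test system: Cy5-tagged RRE RNA duplex with fluorescein-tagged Rev peptide; Probe or stimulus: labelled Rev peptide; Schedule: 5 min preincubation and 15 min binding, 25 °C; Signal: FRET fluorescence readout; Evaluation: % inhibition from 671/540 nm acceptor-to-donor ratio, scaled between controls; Control set: DMSO and neomycin B.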
# PLK1 kinase inh: inhibitors of human PLK1 kinase; P53350; recombinant PLK1 kinase, TR-FRET peptide phosphorylation; inhibition, % at 10 µM; 97,000 tested, 0.53% active; AID 619;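 active = inhibition of 50% or more in the single-concentration screen; inactive = inhibition below 50%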;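 also: 0% = DMSO max control and 100% = H-89 dihydrochloride min control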
# Numbers without * were called inactive; / = no result given. Compounds were not picked by outcome. About 3.5% of those tested had a hit in this group.
SMILES,PLK1 PBD inh,FAK inh,LYP inh 2,EphB4 ephrin blk,PTK2B oligo ant,cytoskel mod,PTPN22 act,Rev-RRE block,PLK1 kinase inh
c1ccc(OCCn2c(-c3ccco3)nc3ccccc32)cc1,4,-3,6,2,0.19,8,-7,13,-6
O=C(O/N=C\c1ccc(N2CCCCC2)c([N+](=O)[O-])c1)c1cccc(Cl)c1,-16,9,10,1,-0.47,-1,-7,15,-10
CC1CCc2c(sc3ncnc(NCCCOC(C)C)c23)C1 (stereo not given),-1,2,-6,1,-0.26,-20,2,7,5
CCOc1ccc(C(=O)c2cc([N+](=O)[O-])ccc2Cl)cc1,-26,8,7,4,-0.13,-21,-4,3,4
Cc1[nH]n(-c2ccc([N+](=O)[O-])cc2)c(=O)c1N=Nc1nc2ccccc2s1,-12,4,-15,-2,/,6,12,1,-9
COc1cc(NC(=O)C2CCN(S(=O)(=O)c3cccc4nonc34)CC2)cc(OC)c1,1,-2,3,-15,-0.73,0,-4,12,-4
Cc1ccc2[nH]cc(C(=O)CN3CCOCC3)c2c1,5,-6,-2,0,-0.3,-8,5,3,-6
CCN1CCN(C(=O)C2=C(C(=O)O)CCCC2)CC1,2,14,-12,-9,0.06,-9,10,1,-13
N/C(CC(=O)NCCOc1ccccc1)=N\O,-11,-2,7,-4,0.14,-7,-5,2,-6
CCC(=O)c1cc2c(C)cc(=O)oc2c(C)c1O,9,-1,-5,-8,-1.3,-39,2,3,3
CCN1CCN(Cc2ccccc2NC(=O)Nc2ccc(C)cc2)CC1,23,0,7,-2,0.22,-16,-6,2,-9
CCOC(=O)C1CCCN(C(=S)Nc2cc(C)cc(C)c2)C1 (stereo not given),0,3,1,0,0.38,10,-3,-3,-14
FC(F)(F)c1cnc(Oc2ccc(-c3nnco3)cc2)c(Cl)c1,12,-4,4,0,0.37,27,-7,4,-9
Cc1ccc(CNC(=O)CCCn2c(=O)c3ccccc3n(CC(=O)NCc3ccco3)c2=O)cc1,11,0,-4,-5,-0.35,0,4,6,-16
N/C(COc1ccc(Cl)cc1Cl)=N\NS(=O)(=O)c1ccccc1,8,3,5,-4,1.1,38,-4,7,-2
CCOc1ccc(CN2CCC(=O)NC2=O)cc1,7,-7,-12,-3,0.4,-54,11,0,-11
Cc1cc(C(=O)c2cnc(/N=C/N(C)C)s2)cc(C)c1O,19,5,-8,-3,-1.3,10,12,3,12
CSc1nc(-c2ccccc2)nn1C(=O)c1ccccc1,5,4,-48,-7,2.2,1,52*,6,-3
COC(=O)C1ON2OC(C(=O)OC)C(C(=O)OC)C2C1CC(C)=O (stereo not given),1,-1,10,7,1.4,/,-10,5,-3
CCCCn1c(N)nc2ccccc21,28,1,-10,2,0.17,4,9,-6,2
C=CCn1c(SCC(=O)Nc2ccc3c(c2)OCO3)nc2ccccc2c1=O,17,3,12,8,-1.7,10,-16,2,-7
CCOC(=O)Nc1cc(=O)c2ccccc2o1,0,2,-3,-15,0.71,7,0,-2,-19
CC(C)(C)NC(=O)COC(=O)c1ccc(S(=O)(=O)N2CCCCCC2)cc1,3,4,5,3,-0.13,9,-5,10,-18
COc1cccc(C(=O)N2CCN(C3CCC(c4ccccc4)CC3)CC2)c1 (stereo not given),-10,-2,0,7,-0.49,5,-4,8,-3
CO/N=C/NC(=O)NOCc1ncc(C(F)(F)F)cc1Cl,-9,-1,9,-5,-0.15,7,-9,9,-12

# Some of these compounds in order of molecular weight, descending.
SMILES,PLK1 PBD inh,FAK inh,LYP inh 2,EphB4 ephrin blk,PTK2B oligo ant,cytoskel mod,PTPN22 act,Rev-RRE block,PLK1 kinase inh
CCOc1ccc(C(=O)c2cc([N+](=O)[O-])ccc2Cl)cc1,-26,8,7,4,-0.13,-21,-4,3,4
CSc1nc(-c2ccccc2)nn1C(=O)c1ccccc1,5,4,-48,-7,2.2,1,52*,6,-3
Cc1ccc2[nH]cc(C(=O)CN3CCOCC3)c2c1,5,-6,-2,0,-0.3,-8,5,3,-6

# The list goes on.
SMILES,PLK1 PBD inh,FAK inh,LYP inh 2,EphB4 ephrin blk,PTK2B oligo ant,cytoskel mod,PTPN22 act,Rev-RRE block,PLK1 kinase inh
Cc1c(C)[n+](=O)c(-c2ccc(F)cc2)c(C)n1[O-],-10,3,0,-3,-0.2,-32,-2,6,8
CCN(CC)S(=O)(=O)c1ccc(C)c(NC(=O)COC(=O)c2ccc(C)c(S(=O)(=O)N3CCOCC3)c2)c1,-13,-2,-6,-3,0.28,10,4,3,-6
N#Cc1nc(Cc2ccccc2)oc1NCc1ccccc1Cl,3,2,-4,-7,-0.98,-39,1,11,10
COc1ccccc1N1CCN(C(=O)C2CCCO2)CC1 (stereo not given),-4,1,-6,-9,0.76,-9,3,5,-7
CCc1nnc(NC(=O)CCC(=O)N2CCN(C3CCCCC3)CC2)s1,-3,0,-16,-8,0.72,-28,15,-2,-2
O=C1C2C3C=CC(C3)C2C(=O)N1c1ncn[nH]1 (stereo not given),-16,-2,-10,3,0.04,/,9,3,-5
COC(=O)c1ccccc1N1C(=O)C2C(C1=O)[C@H]1C=C[C@@H]2C1 (stereo not given in full),28,9,-6,6,0.38,0,3,9,-19
COc1ccc(C)cc1NC(=O)c1ccoc1C,6,-1,-1,1,2.1,17,0,0,-7
CCCn1c(N)c(Sc2ccc(Cl)cc2)c(=O)n(CCC)c1=O,-7,-7,-8,0,-1.7,13,8,8,1
CCn1c(SCc2nc3ccccc3[nH]2)nnc1-c1cccnc1,11,1,3,-2,0.74,-14,-1,7,-8
CCOC(=O)c1ccc(NC(=O)c2ccc(NS(C)(=O)=O)cc2)cc1,-18,0,-16,7,-1.3,-7,12,2,4
CCN(Cc1ccccc1)C(=O)CSc1nc(C)cc(C)c1C#N,-12,-1,-3,-1,/,1,0,9,-10
COc1ccc(C2=NOC(C(=O)N3CCN(c4ccccc4OC)CC3)C2)cc1 (stereo not given),5,-3,3,-7,/,-9,-6,8,-23
O=C(Nc1ccsc1C(=O)NC1CCCCC1)c1ccccc1,-1,6,16,4,-0.24,-7,-10,12,-6
Cc1cc(C(=O)NCc2ccc(S(N)(=O)=O)cc2)c(C)o1,-6,-1,-15,2,-0.36,-16,14,-1,-8
COC(=O)c1ccc(NC(=O)c2ccccc2SC)cc1,3,-1,6,3,0.93,7,-2,3,-7
CCCn1nc(C(=O)NCCN2CCOCC2)c2ccccc2c1=O,4,-5,-6,-8,-0.73,/,3,1,-1
c1cc(-c2noc(CC3CCCCC3)n2)ccn1,13,0,-1,-1,1.1,/,-2,1,13
CCOC(=O)N1CCN(C(=O)CSc2nnc(-c3ccc(C)c(C)c3)o2)CC1,-10,1,0,0,/,-2,-2,14,-5
O=C(CCNC(=O)c1ccc(Br)o1)NCc1ccccc1Cl,-6,-3,-5,-6,-0.03,7,2,0,7
O=S(=O)(NCc1ccc2c(c1)OCO2)c1cccc(S(=O)(=O)N2CCOCC2)c1,-13,3,-1,2,0.94,19,1,6,-12
Cc1ccc(NC(=S)NC(NC(=O)c2ccco2)C(Cl)(Cl)Cl)cc1 (stereo not given),13,4,4,0,-0.35,-13,-2,5,-1
CCOC(=O)CSc1nnc(Cc2cc(=O)[nH]c(=O)[nH]2)n1-c1ccc(Cl)cc1,-2,-2,0,-3,/,-2,-2,10,-5
Cc1c(C(=O)Nc2cccc3cccnc23)oc2ccccc12,30,2,-8,-5,0.14,/,6,6,-12
C=C(C)Cn1c(SCC(=O)O)nnc1-c1ccc(OC)cc1,9,-1,-6,-7,1.6,/,7,3,0
# Carrying on.
SMILES,PLK1 PBD inh,FAK inh,LYP inh 2,EphB4 ephrin blk,PTK2B oligo ant,cytoskel mod,PTPN22 act,Rev-RRE block,PLK1 kinase inh
Cc1ccccc1OCc1nc2c3cnn(C)c3ncn2n1,-14,1,12,8,0.71,-1,-14,0,-6
O=C(CSCc1ccc([N+](=O)[O-])cc1)NN=C1CCCCCC1,-7,-2,10,-5,1.8,-4,-11,1,-6
CCC(C)(C)NC(=O)C(c1ccc(C)cc1)N(CC1CCCO1)C(=O)CNC(=O)c1cccs1 (stereo not given),-18,-3,-8,-2,0.68,-34,12,-6,-5
Cc1cccc(OCc2nnc(SCC(=O)c3cccs3)n2C)c1C,-3,-3,2,-2,-0.54,1,-3,0,3
COc1ccc(N2CCN(C(=O)c3ccc(Oc4ccc(C(F)(F)F)cn4)cc3)CC2)cc1,11,-3,2,-8,0.25,5,-1,0,-3
CC(NS(=O)(=O)c1ccc(CCC(=O)N2CCN(C)CC2)cc1)c1ccccc1 (stereo not given),-4,1,3,3,0.56,20,1,4,-10
OC(C#CCN1CCOCC1)c1cccs1 (stereo not given),-22,-2,-8,-3,0.85,-15,5,3,-3
N/C(=N\c1nc2ccccc2o1)NC(=O)c1ccccc1NC(=O)c1ccccc1,10,-3,4,4,0.32,7,-6,5,-22
Cc1cn(S(=O)(=O)c2ccc(Br)c3ccccc23)cn1,5,-21,-1,-4,/,7,-2,6,-14

# 16 entries out of the list, ordered by length of the SMILES, falling.
SMILES,PLK1 PBD inh,FAK inh,LYP inh 2,EphB4 ephrin blk,PTK2B oligo ant,cytoskel mod,PTPN22 act,Rev-RRE block,PLK1 kinase inh
CCC(C)(C)NC(=O)C(c1ccc(C)cc1)N(CC1CCCO1)C(=O)CNC(=O)c1cccs1 (stereo not given),-18,-3,-8,-2,0.68,-34,12,-6,-5
COc1ccc(N2CCN(C(=O)c3ccc(Oc4ccc(C(F)(F)F)cn4)cc3)CC2)cc1,11,-3,2,-8,0.25,5,-1,0,-3
CCOC(=O)CSc1nnc(Cc2cc(=O)[nH]c(=O)[nH]2)n1-c1ccc(Cl)cc1,-2,-2,0,-3,/,-2,-2,10,-5
O=S(=O)(NCc1ccc2c(c1)OCO2)c1cccc(S(=O)(=O)N2CCOCC2)c1,-13,3,-1,2,0.94,19,1,6,-12
CC(NS(=O)(=O)c1ccc(CCC(=O)N2CCN(C)CC2)cc1)c1ccccc1 (stereo not given),-4,1,3,3,0.56,20,1,4,-10
CCOC(=O)N1CCN(C(=O)CSc2nnc(-c3ccc(C)c(C)c3)o2)CC1,-10,1,0,0,/,-2,-2,14,-5
Cc1ccc(NC(=S)NC(NC(=O)c2ccco2)C(Cl)(Cl)Cl)cc1 (stereo not given),13,4,4,0,-0.35,-13,-2,5,-1
O=C(CSCc1ccc([N+](=O)[O-])cc1)NN=C1CCCCCC1,-7,-2,10,-5,1.8,-4,-11,1,-6
Cc1cc(C(=O)NCc2ccc(S(N)(=O)=O)cc2)c(C)o1,-6,-1,-15,2,-0.36,-16,14,-1,-8
Cc1cccc(OCc2nnc(SCC(=O)c3cccs3)n2C)c1C,-3,-3,2,-2,-0.54,1,-3,0,3
CCCn1nc(C(=O)NCCN2CCOCC2)c2ccccc2c1=O,4,-5,-6,-8,-0.73,/,3,1,-1
O=C(CCNC(=O)c1ccc(Br)o1)NCc1ccccc1Cl,-6,-3,-5,-6,-0.03,7,2,0,7
COC(=O)c1ccc(NC(=O)c2ccccc2SC)cc1,3,-1,6,3,0.93,7,-2,3,-7
Cc1ccccc1OCc1nc2c3cnn(C)c3ncn2n1,-14,1,12,8,0.71,-1,-14,0,-6
c1cc(-c2noc(CC3CCCCC3)n2)ccn1,13,0,-1,-1,1.1,/,-2,1,13
OC(C#CCN1CCOCC1)c1cccs1 (stereo not given),-22,-2,-8,-3,0.85,-15,5,3,-3
